# APP transl inh = APP translation inhibition. hit rate 0.82% among 190,000. SH-SY5Y APP 5'UTR-luciferase reporter, luminescence. inhibition, % at 2 µM;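 active = inhibition above a set limit, derived from the sample mean plus 3 SD, cut at about 45% in these data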; note: values of inactives mirror those of a sister screen read the other way
# STAT3 blocker = inhibitors of IL-6 induced STAT3 signaling. hit rate 0.89% among 190,000. U3A cells, IL-6 STAT3-luciferase reporter, luminescence; host cell line lacks STAT1. inhibition, % at 5.5 µM;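 active = inhibition above the mean inhibition across all screened compounds plus 3 SD, cut at about 44% in these data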;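 note: 0% = DMSO only wells and 100% = 100 µM nifuroxazide control wells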
# STAT1 activator = activators of IFN-gamma induced STAT1 signaling; activation (% of control), % at 5.5 µM; NIH 3T3 STAT1-luciferase reporter, luminescence; 100% = IFN-gamma alone, no compound; hit rate 2.6% among 200,000;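 active = activation above the screen-wide mean activation plus 3 SD, cut at about 130% in these data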;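 note: raw ratio to IFN-gamma control signal so 100% means no change and 0% no light; values of inactives mirror those of a sister screen read the other way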
# STAT1 blocker = reduces IFN-gamma driven STAT1 reporter signal | NIH 3T3 STAT1-luciferase reporter, luminescence | inhibition, % at 5.5 µM | hit rate 0.35% among 200,000;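 active = inhibition above a set limit, the mean inhibition across all tested compounds plus 3 SD, cut at about 34% in these data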;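 note: 0% = IFN-gamma with DMSO and 100% = IFN-gamma with 300 µM nifuroxazide; values of inactives mirror those of a sister screen read the other way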
# STAT3 act = increases IL-6 driven STAT3 reporter signal | U3A cells, IL-6 STAT3-luciferase reporter, luminescence; 100% = signal with IL-6 EC80 alone | activation (% of control), % at 5.6 µM | hit rate 0.91% among 190,000 | AID 871;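 active = activation above the screen-wide mean of compound activation plus 3 SD, cut at about 130% in these data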;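 note: 0% = background luminescence of wells with medium and substrate only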
#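 Test system: STAT3-luciferase reporter U3A cells; Detection: reporter luminescence signal; Times: 1 h compound pre-exposure, 6 h IL-6 stimulation, 37 °C; Benchmarks: IL-6-only high control; Also added: IL-6 stimulus at 33 ng/mL final.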
# RAM inhibit = yeast RAM network inhibition. S. cerevisiae dse1pr::URA3 reporter, 5-FOA growth OD615, 2 d; analog-sensitive cbk1-as2 kinase mutant strain. inhibition, % at 50 µM. AID 868. hit rate 1.8% among 190,000;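 active = inhibition above a set limit, 3 SD over mean compound inhibition, cut at about 8.4% in these data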;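 note: 0% = DMSO-only wells with no growth and 100% = 10 µM 1-NA-PP1 full growth; inhibition rescues growth on 5-FOA so higher OD means more RAM inhibition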
# NF-kB neuron act = NF-kB expression increase, human neuronal cells; fold change at 12.5 µM; NF-kB reporter expression; hits give high values; hit rate 1.6% among 190,000; in the data active = fold change above about 3.3
# APP 5'UTR act = activates APP 5'UTR luciferase reporter. hit rate 1% among 190,000. activation, % at 2 µM. AID 1276. SH-SY5Y APP 5'UTR luciferase reporter, luminescence; zero percent = DMSO vehicle wells;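 active = activation above a set limit, based on mean plus 3 SD of controls, cut at about 140% in these data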; note: values of inactives mirror those of a sister screen read the other way
# Hsp70 activator = Hsp70 transcriptional activation, primary screen; HeLa Hsp70 promoter luciferase reporter, luminescence; scaled: vehicle 0, proteasome-inhibitor control 100%; activation, % at 10 µM; hit rate 0.04% among 200,000;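 active = activation above the mean across all tested compounds plus 3 SD, cutoff set per campaign, cut at about 5.5% in these data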;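 note: 100% = MG132 at 30 µM as the positive control and 0% = DMSO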
# FLuc inhib CS = inhibits firefly luciferase, flagging false hits in luciferase inhibition screens | ATPLite firefly luciferase biochemical luminescence, 10 min | inhibition, % at 10 µM | hit rate 1.5% among 200,000;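 active = inhibition above about 50% when tested at 10 µM, limit read from the data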
# Target sequence (P08659 whole entry, looked up): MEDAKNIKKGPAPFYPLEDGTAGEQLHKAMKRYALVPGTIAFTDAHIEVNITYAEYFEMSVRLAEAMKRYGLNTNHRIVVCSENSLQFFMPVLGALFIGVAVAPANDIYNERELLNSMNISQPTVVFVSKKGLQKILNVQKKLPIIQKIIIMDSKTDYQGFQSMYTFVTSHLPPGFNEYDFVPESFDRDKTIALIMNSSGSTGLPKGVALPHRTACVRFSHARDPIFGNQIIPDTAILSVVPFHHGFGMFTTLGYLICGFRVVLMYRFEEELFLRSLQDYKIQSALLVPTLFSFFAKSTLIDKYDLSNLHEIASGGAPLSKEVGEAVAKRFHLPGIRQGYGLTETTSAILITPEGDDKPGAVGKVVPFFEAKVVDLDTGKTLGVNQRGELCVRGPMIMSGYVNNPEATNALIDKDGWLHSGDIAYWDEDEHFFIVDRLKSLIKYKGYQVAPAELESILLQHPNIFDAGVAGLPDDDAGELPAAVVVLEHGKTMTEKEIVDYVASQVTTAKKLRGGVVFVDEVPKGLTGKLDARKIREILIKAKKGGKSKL
# * = called active by the depositor; . = not tested or not shown.
Molecule	APP transl inh	STAT3 blocker	STAT1 activator	STAT1 blocker	STAT3 act	RAM inhibit	NF-kB neuron act	APP 5'UTR act	Hsp70 activator	FLuc inhib CS
CN1CCN(C(=O)/C(=C\c2cccc([N+](=O)[O-])c2)NC(=O)c2cccs2)CC1	-11	2	97	2	103	1.4	1.1	11	-0.3	-7
C=CCCC(=O)Nc1nc(C)c(-c2csc(Nc3ccccc3OC)n2)s1	2	7	112	-13	98	2.4	1.4	-2	-0.3	-12
CCOc1ccc2[nH]c(C)c(CN3CCN(CC)CC3)c(=O)c2c1	-17	6	100	0	101	0.7	1.2	17	-0.1	-2
CC1CCCCN1c1nc(-c2ccncc2)nc2ccccc12 (configuration not stated)	-17	15	94	7	95	0.8	0.66	17	-0.2	-6
O=C(O)c1ccc(-c2nc(-c3ccccc3)c(-c3ccccc3)[nH]2)cc1	-4	5	98	3	96	-0.5	1.1	4	0.0	-4
CN1c2ccccc2C(O)=C(C(=S)Nc2ccccc2)S1(=O)=O	.	2	99	1	103	1.7	1.1	.	0.0	-2
COc1ccccc1NS(=O)(=O)c1cccc(C(=O)N/N=C/c2ccccc2OCC(=O)O)c1	-8	-2	108	-8	102	0.8	0.99	8	-0.1	-2
O=C(CSc1nc2ccccc2c(=O)n1CCC(=O)N1CCCCC1)NCc1ccccc1	-2	0	100	0	104	18*	0.84	1	-0.3	-6
C=CCn1c(Cc2nc3ccc(Cl)cc3[nH]2)n[nH]c1=S	-14	0	107	-7	102	-0.5	1.5	14	-0.1	0
CC(C)CC(=O)NC(c1cccs1)c1ccc2cccnc2c1O (configuration not stated)	82*	24	93	7	86	0.9	0.92	-82	-0.5	-4
O=C(Cn1ncc2c(=O)oc3ccccc3c21)NCCc1ccsc1	-8	11	104	-5	95	1.2	1.4	8	-0.4	-6
CCOc1ccc2nc(NC(=O)Cn3cnc4c3c(=O)n(C)c(=O)n4C)sc2c1	-17	8	110	-12	98	3.1	1.7	17	-0.2	5
c1ccc(COc2cccc(CNn3cnnc3)c2)cc1	2	-7	105	-5	106	0.0	0.9	-2	-0.2	-7
O=C(NC1CCCC1)C(c1ccsc1)N(Cc1ccco1)C(=O)Cc1cccs1 (configuration not stated)	-6	-13	97	4	112	1.8	0.93	6	0.0	-3
C/C(=C1/SC(N2CCOCC2)=NC1=O)c1ccc(Br)cc1	-16	5	100	0	100	-0.5	1.3	16	-0.3	-5
O=C(NCc1cccnc1)c1cc2nc(-c3cccs3)cc(C(F)(F)Cl)n2n1	11	24	91	8	82	-0.4	0.76	-11	-0.2	-5
CCOc1cc(CNc2ncnc3nc[nH]c23)ccc1OC	-16	8	99	3	94	1.7	1.1	16	-0.3	-2
COc1ccccc1Nc1nc(N)nc(-c2oc3ccccc3c2C)n1	-10	17	110	-9	86	9.8*	0.92	10	-0.3	-4
O=C(O)c1cccc(CSc2ncccn2)c1	-16	0	105	-4	102	-0.5	1.1	16	0.2	-6
Cc1c(NC(=O)c2ccc(=O)oc2)c(=O)n(-c2ccccc2)n1C	0	1	88	14	101	0.7	1.1	0	-0.2	-3

# In another format: 2 of the compounds above.
# Values in the order: APP transl inh	STAT3 blocker	STAT1 activator	STAT1 blocker	STAT3 act	RAM inhibit	NF-kB neuron act	APP 5'UTR act	Hsp70 activator	FLuc inhib CS
C=CCCC(=O)Nc1nc(C)c(-c2csc(Nc3ccccc3OC)n2)s1
  2	7	112	-13	98	2.4	1.4	-2	-0.3	-12
CCOc1ccc2[nH]c(C)c(CN3CCN(CC)CC3)c(=O)c2c1
  -17	6	100	0	101	0.7	1.2	17	-0.1	-2

# Going on with the list:
Molecule	APP transl inh	STAT3 blocker	STAT1 activator	STAT1 blocker	STAT3 act	RAM inhibit	NF-kB neuron act	APP 5'UTR act	Hsp70 activator	FLuc inhib CS
Cc1ccc(C(=O)N/N=C\c2ccc[nH]2)cn1	-2	18	106	-8	85	3.0	1.3	2	0.1	23
COc1ccc(/C(O)=C2/C(=O)C(=O)N(Cc3cccnc3)C2c2ccncc2)cc1F (configuration not stated)	9	1	103	-3	98	-0.3	0.9	-9	-0.4	-6
COc1ccccc1NC(=O)CSC(N)=O	2	1	88	13	102	0.3	1.1	-2	-0.3	-4
Cc1ccc(-c2c(C#N)c(N)nc3c2CCCC3)s1	-8	-7	97	4	111	2.0	1	8	-0.1	-9
Cc1occc1C(=O)N/N=C/c1cccs1	-64	-8	108	-9	107	1.2	2	64	-0.2	15
Cc1cc(N)n(Cc2ccc(Cl)cc2)n1	-25	-1	92	7	103	-1.0	1.1	25	0.1	-7
CC(C)=CCC/C(C)=C/CC(C)(C)CNCCN1CCNCC1	4	-4	98	2	106	-1.7	0.95	-4	-0.5	-7
O=C(Cn1nnc(-c2cccc(C(F)(F)F)c2)n1)N1CCOCC1	21	1	100	1	105	0.1	1.1	-21	-0.2	-7
CC(=O)C1=C(O)C(=O)N(c2ccc(S(N)(=O)=O)cc2)C1c1ccccc1F (configuration not stated)	10	3	89	12	98	0.2	1.1	-10	0.5	-8
O=S(=O)(NC1CC2CCC1C2)c1ccc2c(c1)OCCO2 (configuration not stated)	11	16	99	2	90	0.1	0.97	-11	-0.2	3
NC(=O)N1OCC2COc3ccc4ccccc4c3C21 (configuration not stated)	-1	4	100	0	101	-1.4	1	1	-0.2	-2
Cc1cccc(OCC(=O)NC(Cc2ccccc2)C(=O)O)c1 (configuration not stated)	-6	0	106	-7	103	1.7	1.2	6	-0.3	-7
O=C(CSc1nnc(-c2ccco2)o1)N1CCOCC1	-7	-1	98	2	102	-0.3	1	7	-0.1	0
COc1cccc(S(=O)(=O)NCc2ccc(C(=O)Nc3ccc(Cl)c(Cl)c3)cc2)c1	10	25	100	0	85	3.3	1.2	-10	-0.4	4
COn1c(SCc2cccnc2)nc2ccccc2c1=O	7	13	94	7	92	-1.6	0.92	-7	-0.3	-6
CC(C)COc1ccc(-c2nnc(-c3ccncc3)o2)cc1	-34	26	136*	-40	81	3.0	2.8	34	0.3	7
CCn1nc(C(=O)N2CCc3ccccc3C2)c2ccccc2c1=O	17	5	100	0	99	1.3	0.94	-17	-0.2	-4
Cc1ccccc1Nc1nc(N)nc(COC(=O)/C=C/c2ccco2)n1	4	7	105	-6	98	-1.1	1.1	-4	-0.4	-2
CC(NS(=O)(=O)c1cccc(Cl)c1)C(=O)N(C)C1CCN(C)CC1 (configuration not stated)	6	11	92	7	95	0.1	1.1	-6	-0.1	-5
C=CCOc1ccccc1CNCCNC(=O)c1nonc1N	-16	0	92	7	104	-0.2	0.93	16	-0.2	-9
O=c1cc(-c2ccco2)nc(-c2cccs2)o1	-11	6	100	-1	100	0.9	1.2	11	-0.2	26
CN(C)c1ccnc(Nc2ccc(F)cc2)c1C#N	4	-1	98	0	106	0.5	1	-4	0.3	-1
O=C1CC(N(O)c2ccccc2)C(=O)N1Cc1ccccc1 (configuration not stated)	26	12	90	12	95	-0.8	1.7	-26	-0.2	-11
COc1ccccc1-c1cn(S(=O)(=O)c2ccc(C)cc2)nc1N	20	2	100	8	101	4.5	0.86	-20	-0.5	-5
CCOc1ccc(OCc2nnc(SCC(=O)NC3CCS(=O)(=O)C3)n2-c2ccc(Cl)cc2)cc1 (configuration not stated)	-6	-6	104	-2	102	0.1	1.3	6	-0.2	-4
Cc1ccc(-n2c(O)c(C=NCc3ccccn3)c3ccccc3c2=O)cc1C	-3	15	100	-1	87	0.9	0.64	3	-0.2	-7
Cc1ccc(C2=NN(C(=O)c3ccco3)C(O)(C(F)(F)F)C2)cc1 (configuration not stated)	13	11	102	-4	93	-1.2	2.3	-13	0.0	1
CCN(CC)S(=O)(=O)c1ccc(Cl)c(NC(=O)COc2ccc3c(C)cc(=O)oc3c2)c1	3	20	102	-2	89	0.7	1	-3	0.0	-9
CCCn1c(SCC(=O)c2ccc3c(c2)OCCO3)nnc1-c1ccco1	3	5	108	-9	104	2.4	0.96	-3	-0.1	2
CCOC(=O)c1cn(CC(=O)Nc2cccc(Cl)c2C)nn1	6	6	97	2	103	3.4	0.99	-6	0.1	-4
O=S(=O)(NCCc1ccccc1)c1ccc(S(=O)(=O)N2CCCCC2)cc1	5	3	92	8	100	5.2	1	-5	-0.2	-6
Cc1c(-c2ccccc2)[nH]n2c(=O)c3c(nc12)CCCC3	-52	-23	155*	-62	122	0.0	2.1	51	-0.1	11
Nc1c(-c2ccccc2)c(CN2CCOCC2)nn1-c1cccc([N+](=O)[O-])c1	14	-6	88	11	111	0.6	1.3	-14	0.0	-3
COC(=O)C1=C(N)OC2=C(C(=O)CC(C)(C)C2)C1c1cccs1 (configuration not stated)	7	8	101	0	97	3.6	1	-7	-0.1	-8
CCOc1ccc(CNc2ccc(N3CCCC3)cc2)cc1	2	-18	100	0	119	2.1	0.86	-3	-0.4	5
COc1ccc(N2CCN(C(=O)Cn3nnc(-c4ccc(N(C)C)cc4)n3)CC2)cc1	5	6	101	-3	96	3.6	1.4	-5	0.1	-8
Cc1cccc(C)c1OC(=O)C(c1ccccc1)c1ccccc1	-8	0	101	-1	101	-0.7	1.1	8	-0.3	-8
Cc1cc(N2C(=O)CC(C(C)c3ccccc3)C2=O)no1 (configuration not stated)	-26	-2	94	7	103	4.1	1	25	0.2	-7
Cc1cccc(CSc2ccc3nnc(-c4ccccn4)n3n2)c1	-11	8	89	11	102	2.1	0.97	11	0.0	2
COc1ccc(N(CC(=O)NCc2ccncc2)S(=O)(=O)c2ccccc2[N+](=O)[O-])c(OC)c1	28	-3	99	1	108	1.2	1.2	-28	0.1	-8
O=c1[nH]c(=O)c2nnc(N/N=C\c3ccc(O)cc3)nc2[nH]1	-1	4	98	0	102	3.7	1.2	1	-0.3	-4
CCn1c(=O)cc(OCC(=O)N(C)C2CCCCC2)c2ccccc21	8	25	84	18	82	-0.1	1.1	-8	0.2	-3
CC(=O)Nc1ccccc1OCC(=O)NC(C)c1ccccc1 (configuration not stated)	.	-11	98	2	109	0.9	0.88	.	0.3	-9
CN(C)C(=O)CN(c1ccc2c(c1)OCO2)S(C)(=O)=O	6	4	89	12	101	-0.5	1.2	-6	0.0	1
CC1CCN(CC(=O)Nc2ccc(N3CCCCCC3)cc2)CC1	6	-2	97	1	108	1.4	1.2	-6	-0.1	-3
O=C(c1cccnc1)N(c1cc2sc(=O)oc2c2ccccc12)S(=O)(=O)c1ccccc1	11	2	93	8	96	2.4	1.1	-11	-0.1	-1
CCCCNC(=O)COC(=O)c1ccc(SC)cc1OC	4	8	102	-4	95	0.5	1.2	-5	-0.1	-3
O=C(CSC1=NCCS1)N1CCN(c2ccc(Cl)cc2)CC1	-7	25	91	10	82	-1.2	1.5	7	-0.3	-8
Cc1cc(=O)[nH]c(SCC(=O)Nc2ccc(S(=O)(=O)N3CCCCC3)cc2)n1	-1	-10	99	2	107	0.7	1.2	1	-0.4	1
CCOC(=O)N1CCC(NC(=O)CNS(=O)(=O)c2ccc(Br)s2)CC1	-14	3	102	-2	100	-0.3	0.99	14	0.2	-1
CC1CCCCC1NC(=O)C1CC=CCC1C(=O)O (configuration not stated)	-1	2	108	-10	98	0.9	1.1	1	-0.4	-4

# Bioassay records as filed in PubChem.
